Source: PubChem
ERp5 inh = inhibitors of human ERp5 | ERp5 insulin aggregation, absorbance 650 nm, 90 min | inhibition, % at 9.99 µM | actives 0.05% (n = 350,000) | AID 651711;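 active = mean replicate inhibition above about 25%, with every replicate also reaching it, limit read from the data, passing the limit was not always enough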
E-selectin induc = induces E-selectin expression in human endothelial cells. AID 686992. activation, % at 7.58 µM. actives 0.37% (n = 260,000). HUVEC E-selectin immunofluorescence imaging; normalized: neutral wells 0, TNF-alpha wells 100. P16581;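 active = mean E-selectin-positive cell signal at least 10% of the positive control, reached in at least 60% of replicates, without over 20% cell loss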;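 also: in these data hits start at about 27%; measured in HUVEC primary endothelial cells; signal is the percent of cells scored E-selectin positive by PE staining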
Target sequence (P16581 whole entry, looked up): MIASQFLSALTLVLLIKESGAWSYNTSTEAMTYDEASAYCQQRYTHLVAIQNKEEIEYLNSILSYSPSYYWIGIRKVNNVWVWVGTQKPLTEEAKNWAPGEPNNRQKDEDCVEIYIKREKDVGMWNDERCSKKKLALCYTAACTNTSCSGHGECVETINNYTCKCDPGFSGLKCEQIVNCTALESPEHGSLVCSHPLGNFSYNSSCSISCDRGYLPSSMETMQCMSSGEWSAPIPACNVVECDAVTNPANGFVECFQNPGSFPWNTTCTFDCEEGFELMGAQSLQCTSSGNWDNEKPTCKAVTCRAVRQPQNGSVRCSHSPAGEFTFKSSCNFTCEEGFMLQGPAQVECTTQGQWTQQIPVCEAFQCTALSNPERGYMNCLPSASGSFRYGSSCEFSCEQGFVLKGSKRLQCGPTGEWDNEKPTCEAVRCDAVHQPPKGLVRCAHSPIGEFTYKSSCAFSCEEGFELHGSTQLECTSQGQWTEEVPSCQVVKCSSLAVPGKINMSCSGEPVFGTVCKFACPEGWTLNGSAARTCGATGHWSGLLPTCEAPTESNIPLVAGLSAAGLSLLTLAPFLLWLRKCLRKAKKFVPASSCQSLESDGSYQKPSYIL
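Read-out: % PE-positive cells | Test system: HUVEC | Doses: One compound dose added by pin transfer | Buffer or medium: EGM-2 over gelatin coat | Signal: Immunofluorescence imaging | Benchmarks: TNF-alpha, DMSO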
RAD52 anneal inh = inhibitors of human RAD52 DNA annealing; P43351; recombinant RAD52 DNA annealing, FRET fluorescence; actives 0.46% (n = 360,000); inhibition, % at 18.7 µM;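 active = every replicate showing at least 50% inhibition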
Target sequence (P43351 whole entry, looked up): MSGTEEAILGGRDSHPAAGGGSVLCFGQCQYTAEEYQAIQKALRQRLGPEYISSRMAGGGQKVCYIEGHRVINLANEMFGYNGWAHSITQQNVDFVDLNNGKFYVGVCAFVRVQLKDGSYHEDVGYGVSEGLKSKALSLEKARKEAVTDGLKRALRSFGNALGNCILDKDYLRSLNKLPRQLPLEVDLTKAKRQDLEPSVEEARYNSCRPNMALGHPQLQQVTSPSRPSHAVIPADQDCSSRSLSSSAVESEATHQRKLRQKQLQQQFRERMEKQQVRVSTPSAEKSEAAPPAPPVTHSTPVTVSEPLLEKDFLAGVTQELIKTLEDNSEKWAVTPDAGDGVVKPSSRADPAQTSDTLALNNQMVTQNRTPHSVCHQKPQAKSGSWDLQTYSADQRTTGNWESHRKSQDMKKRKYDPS
RAD54 branch = blocks human RAD54 Holliday junction branch migration. Q92698. FAM/BHQ fluorescence. inhibition, % at 10.4 µM. actives 0.14% (n = 360,000). AID 602329;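 active = mean normalized replicate activity at least 40 and at least half of replicates scoring 40 or more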;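 also: 0% = median of neutral control wells and 100% = median of positive control wells; inhibitors cause a drop in the FAM fluorescence signal; in these data hits start at about 50%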
esBAF inh = SWI/SNF esBAF complex inhibition | actives 2% (n = 350,000) | mouse ES cells, Bmi1-luciferase knock-in reporter, 24 h; 100% = twice the neutral-well signal | reporter increase, % at 12.5 µM | AID 602393; in the data active = activation above about 40%;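 also: 0% = median of the plate's neutral control wells and 100% = double that signal; a rise in the Bmi1 reporter signal indicates esBAF inhibition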
ERAP1 HTS inh = blocks human ERAP1 aminopeptidase activity; inhibition, % at 10.7 µM; recombinant ERAP1, Leu-AMC fluorescence, 60 min; AID 652197; actives 0.15% (n = 340,000);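 active = mean replicate inhibition of at least 30%, or all replicates individually reaching that 30% level; inactive = mean below 30% and not every replicate reaching it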;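 also: 0% = neutral control wells and 100% = L-leucinethiol positive control wells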
S100A4 inh HTS = blocks human S100A4 binding to myosin IIA peptide. S100A4/TAMRA-MyoIIA peptide fluorescence polarization. P26447. actives 0.14% (n = 360,000). inhibition, % at 10.7 µM;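 active = mean inhibition of at least 70% across replicates, with every replicate also reaching that level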
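incubation = readout 5 min after mixing, signal stable up to 60 min | system = S100A4 monomer protein | buffer or medium = HEPES pH 7.2 with CaCl2, KCl, NaCl, DTT, Triton | benchmarks = neutral control DMSO, positive control TFP | also added = fluorescent myosin IIA peptide, 5 nM | compound dosing = one concentration per compound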
XiGFP reactiv = X-chromosome reactivation activator; XiGFP mouse fibroblasts, % GFP-positive cells imaging, 3 d; cells co-treated with 5-aza-dC sensitizer; scaled so ellipticine positive control = 100%; actives 0.055% (n = 360,000); AID 743238; activation, % at 7.58 µM;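 active = mean normalized replicate activation at least 10% and every replicate at or above 10%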;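 also: 0% = median of on-plate neutral control wells and 100% = ellipticine 6 µM median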
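Material: SV40-immortalized XiGFP fibroblast cells, line 68-5-11 | Buffer or medium: DMEM containing 5-aza-dC | Dosing: One concentration, pinned | Times: 3 d treatment, 15 min room-temperature fixation | Controls: Ellipticine 6 µM positive control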
* marks the source's active call; other numbers are inactive results.

For COC(=O)Cc1ccc(NC(=S)NCc2ccccc2Cl)cc1 the results were ERp5 inh 0, E-selectin induc 1.2, RAD52 anneal inh -12, RAD54 branch -1, ERAP1 HTS inh 1, S100A4 inh HTS -10 and XiGFP reactiv -0.1.
`Cc1cccc(NC(=O)CCC2CCN(Cc3nccs3)CC2)c1` gave ERp5 inh 2, RAD52 anneal inh -20, RAD54 branch -3, esBAF inh 2, ERAP1 HTS inh 1, S100A4 inh HTS -3 and XiGFP reactiv 0.1.
`CCC(=O)N(CC)C[C@@H]1[C@@H](c2ccccc2)[C@H](CO)N1C(=O)C1CCC1` gave ERp5 inh -3, E-selectin induc -0.4, RAD52 anneal inh -14, RAD54 branch 0, esBAF inh -1, ERAP1 HTS inh -2, S100A4 inh HTS -4 and XiGFP reactiv 0.1.
Cc1ccc(S(=O)(=O)Nc2ccc3c(c2)CC(=O)N([C@@H](C)CO)C[C@@H](C)[C@@H](CN(C)Cc2ccc4c(c2)OCO4)O3)cc1 was read as ERp5 inh 0, E-selectin induc -0.1, RAD52 anneal inh -6, RAD54 branch -8, esBAF inh 2, ERAP1 HTS inh -2, S100A4 inh HTS -2 and XiGFP reactiv 0.0.
O=C(O)CCNc1ccc(Cl)cc1 was read as ERp5 inh 2, E-selectin induc -3.6, RAD52 anneal inh 11, ERAP1 HTS inh 2, S100A4 inh HTS -6 and XiGFP reactiv 0.0.
For CCOc1ccc(CN2CCN(c3ncnc4scc(-c5ccccc5)c34)CC2)cc1 the results were ERp5 inh -2, E-selectin induc 0.0, RAD52 anneal inh 3, RAD54 branch -11, esBAF inh 4, ERAP1 HTS inh -3, S100A4 inh HTS 3 and XiGFP reactiv 0.0.
NS(=O)(=O)c1ccc(CCNCc2ccccc2OCc2ccc(F)cc2)cc1 was read as ERp5 inh 3, RAD52 anneal inh -9, RAD54 branch -2, esBAF inh -2, ERAP1 HTS inh 7, S100A4 inh HTS -3 and XiGFP reactiv 0.2.
`COc1cccc(-c2ccc3c(c2)[C@@H]2[C@@H](CCN2C(=O)NC2CCCCC2)[C@@H](CO)N3C)c1` gave ERp5 inh -1, E-selectin induc 0.3, RAD52 anneal inh -1, ERAP1 HTS inh 1, S100A4 inh HTS 6 and XiGFP reactiv 0.0.
`COCC(=O)N1[C@H](C#N)[C@@H](c2ccccc2-c2ccccc2)[C@@H]1CO` gave ERp5 inh 1, E-selectin induc -0.1, RAD52 anneal inh 7, ERAP1 HTS inh -1, S100A4 inh HTS 7 and XiGFP reactiv 0.1.
Screening [O-][n+]1c2ccccc2[n+]([O-])c2cc(O)ccc21 returned ERp5 inh -3, E-selectin induc -0.1, RAD52 anneal inh -6, RAD54 branch -4, esBAF inh -8, ERAP1 HTS inh 1, S100A4 inh HTS 3 and XiGFP reactiv 0.1.
Screening COc1cc(S(=O)(=O)NCC(c2ccco2)N2CCCCC2)ccc1NC(C)=O (configuration not stated) returned ERp5 inh -2, E-selectin induc 0.2, RAD52 anneal inh -6, RAD54 branch 0, esBAF inh 0, ERAP1 HTS inh 4, S100A4 inh HTS 1 and XiGFP reactiv 0.3.
For COc1ccc(NC(=O)N(C)C[C@@H]2OCCCC[C@H](C)Oc3ccc(NS(=O)(=O)c4cn(C)cn4)cc3C(=O)N([C@@H](C)CO)C[C@@H]2C)cc1 the results were ERp5 inh 24, E-selectin induc -0.3, RAD52 anneal inh 12, RAD54 branch -3, esBAF inh 2, ERAP1 HTS inh -1, S100A4 inh HTS 0 and XiGFP reactiv 0.1.
Screening COc1ccc(-c2cc(=O)oc3cc(OCC(=O)c4cccc([N+](=O)[O-])c4)ccc23)cc1 returned ERp5 inh 1, E-selectin induc -0.1, RAD52 anneal inh -9, ERAP1 HTS inh 5, S100A4 inh HTS -5 and XiGFP reactiv 0.1.
Screening O=C(N/N=C/c1cn(-c2ccccc2)nc1-c1cc2ccccc2o1)c1ccccc1Br returned ERp5 inh 1, RAD52 anneal inh -5, RAD54 branch -5, esBAF inh 23, ERAP1 HTS inh 0, S100A4 inh HTS 5 and XiGFP reactiv -0.1.
CCCC(C)NC(=O)C1c2ccccc2Oc2ccccc21 (configuration not stated) was read as ERp5 inh 3, RAD52 anneal inh -4, RAD54 branch -2, esBAF inh -4, ERAP1 HTS inh -2, S100A4 inh HTS 3 and XiGFP reactiv -0.1.
C[C@@H]1CN([C@@H](C)CO)C(=O)c2cc(NC(=O)CCC(F)(F)F)ccc2O[C@H]1CN(C)C(=O)Nc1cccc2ccccc12 was read as ERp5 inh 0, E-selectin induc -9.1, RAD52 anneal inh 10, RAD54 branch -8, esBAF inh -1, ERAP1 HTS inh 5, S100A4 inh HTS -5 and XiGFP reactiv 0.4.
Screening C/C=C/c1ccc2c(c1)[C@@H]1[C@@H](CCN1C(=O)Cc1cccnc1)[C@H](CO)N2C returned ERp5 inh -9, E-selectin induc 0.3, RAD52 anneal inh 3, RAD54 branch -25, esBAF inh 4, ERAP1 HTS inh -1, S100A4 inh HTS 2 and XiGFP reactiv 0.0.
Screening CC(=O)N[C@H]1C=C[C@@H](CC(=O)NCc2ccc(Cl)cc2)O[C@H]1CO returned ERp5 inh -3, E-selectin induc -0.4, RAD52 anneal inh -14, RAD54 branch -4, esBAF inh 1, ERAP1 HTS inh -1, S100A4 inh HTS 6 and XiGFP reactiv -0.1.
For CO[C@@H]1CN(C)C(=O)c2ccc(NS(=O)(=O)c3ccc(Cl)cc3)cc2OC[C@@H](C)N(C)C[C@@H]1C the results were ERp5 inh 8, E-selectin induc -0.4, RAD52 anneal inh 0, ERAP1 HTS inh 0, S100A4 inh HTS 0 and XiGFP reactiv 0.0.
For Cc1cc(C)cc(NC(=O)C2COc3ccccc3O2)c1 (configuration not stated) the results were ERp5 inh 2, E-selectin induc 0.5, RAD52 anneal inh -16, RAD54 branch -8, esBAF inh 9, ERAP1 HTS inh 2, S100A4 inh HTS -7 and XiGFP reactiv 0.2.
For O=C(Nc1ccc(S(=O)(=O)NC2=NCCCCC2)cc1)c1ccc(C(F)(F)F)cc1 the results were ERp5 inh 3, E-selectin induc 3.6, RAD52 anneal inh -8, S100A4 inh HTS -2 and XiGFP reactiv -0.1.
For O=C(O)c1ccc2c3c(cccc13)C(=O)N(OS(=O)(=O)c1ccccc1)C2=O the results were ERp5 inh 2, RAD52 anneal inh -5, RAD54 branch -17, esBAF inh -3, ERAP1 HTS inh -1, S100A4 inh HTS 2 and XiGFP reactiv 0.0.
Screening C[C@@H]1CCCCO[C@@H](CN(C)Cc2ccc(C(F)(F)F)cc2)[C@H](C)CN([C@@H](C)CO)C(=O)c2cc(NC(=O)Nc3ccccc3)ccc2O1 returned E-selectin induc 0.1, RAD54 branch 3, esBAF inh 7 and XiGFP reactiv 0.0.
For O=C(NNC(=S)Nc1ccccc1)c1cccnc1 the results were ERp5 inh -3, E-selectin induc -0.2, RAD52 anneal inh -7, RAD54 branch 12, ERAP1 HTS inh 0, S100A4 inh HTS -26 and XiGFP reactiv 0.0.
For CC(NS(=O)(=O)c1ccc2c(c1)OCCO2)c1ccccc1 (configuration not stated) the results were ERp5 inh 7, RAD52 anneal inh -9, RAD54 branch 4, esBAF inh -5, ERAP1 HTS inh 4, S100A4 inh HTS 7 and XiGFP reactiv 0.0.
`O=C(Nc1cccc(F)c1)Nc1cccc(Cl)c1` gave ERp5 inh 5, RAD52 anneal inh -8, RAD54 branch -4, esBAF inh 55*, ERAP1 HTS inh -12, S100A4 inh HTS -4 and XiGFP reactiv 0.1.
For Cc1ccc(/C=N/NC(=O)CSc2nc3ccccc3s2)o1 the results were ERp5 inh 1, RAD52 anneal inh -11, ERAP1 HTS inh 6, S100A4 inh HTS 0 and XiGFP reactiv 0.0.
`CCOc1ccccc1NC(=O)Cn1c(=O)oc2cc(Cl)ccc21` gave ERp5 inh 2, RAD52 anneal inh 0, RAD54 branch 0, esBAF inh -2, ERAP1 HTS inh -3, S100A4 inh HTS -6 and XiGFP reactiv 0.1.
Screening COCCCN(C(=O)c1ccco1)c1nc(-c2ccc(OC)cc2)cs1 returned ERp5 inh 0, RAD52 anneal inh -14, RAD54 branch 0, esBAF inh 13, ERAP1 HTS inh 3, S100A4 inh HTS -1 and XiGFP reactiv 0.2.
CCCN1C[C@@H](C)[C@@H](OC)CN(C)C(=O)c2cc(NC(=O)COC)ccc2OC[C@@H]1C was read as E-selectin induc 0.4, RAD54 branch 18, esBAF inh -1 and XiGFP reactiv 0.4.
O=C(Nc1ccccc1N1CCN(C(=O)c2ccc(Cl)cc2)CC1)c1cccc(F)c1 was read as ERp5 inh 3, E-selectin induc 0.1, RAD52 anneal inh 1, RAD54 branch 13, esBAF inh 3, ERAP1 HTS inh 0, S100A4 inh HTS -2 and XiGFP reactiv -0.1.
COc1ccc(C2CC(=O)c3c([nH]c(C(=O)OC(C)C)c3C)C2)cc1OC (configuration not stated) was read as ERp5 inh -2, RAD52 anneal inh -10, RAD54 branch -1, esBAF inh 30, ERAP1 HTS inh 5, S100A4 inh HTS 2 and XiGFP reactiv -0.1.
Screening COC(=O)c1ccc(NC(=O)c2ccc3nsnc3c2)cc1 returned ERp5 inh -1, E-selectin induc -0.1, RAD52 anneal inh -6, RAD54 branch 8, esBAF inh 10, ERAP1 HTS inh -4, S100A4 inh HTS -7 and XiGFP reactiv 0.0.
`CCOC(=O)c1sc(=S)n(-c2ccccc2)c1NC(C)=O` gave ERp5 inh 1, RAD52 anneal inh -7, RAD54 branch -5, ERAP1 HTS inh -1, S100A4 inh HTS -4 and XiGFP reactiv 0.0.
COC(=O)C1CCN(C(=O)Nc2ccccc2)CC1 was read as ERp5 inh -1, RAD52 anneal inh -13, ERAP1 HTS inh -6, S100A4 inh HTS -1 and XiGFP reactiv 0.0.
Cc1[nH]c(=O)[nH]c(=O)c1N1CCOCC1 was read as ERp5 inh 9, E-selectin induc 4.5, RAD52 anneal inh -1, RAD54 branch 3, esBAF inh -4, ERAP1 HTS inh 1, S100A4 inh HTS 0 and XiGFP reactiv 0.0.
For COc1ccc(NC(=O)CCNC(=O)C2CCN(S(=O)(=O)c3ccc(OC)cc3)CC2)cc1 the results were ERp5 inh 8, RAD52 anneal inh -7, RAD54 branch -4, esBAF inh -8, ERAP1 HTS inh -4, S100A4 inh HTS -19 and XiGFP reactiv 0.0.
CC(C)C(=O)N1CCC(Cc2ccccc2)CC1 was read as ERp5 inh 0, E-selectin induc 0.8, RAD52 anneal inh -21, RAD54 branch -1, esBAF inh 4, ERAP1 HTS inh -5, S100A4 inh HTS -5 and XiGFP reactiv 0.1.
For COc1cccc(/C=C/c2n[nH]c(=O)c(C#N)c2C)c1 the results were ERp5 inh -2, RAD52 anneal inh -11, RAD54 branch -3, esBAF inh 7, ERAP1 HTS inh 0, S100A4 inh HTS 2 and XiGFP reactiv 0.0.
For O=C1NC(Cc2ccccc2)c2nc3ccc(Cl)cc3c(=O)n2-c2ncccc21 (configuration not stated) the results were ERp5 inh -6, RAD52 anneal inh -8, RAD54 branch 3, esBAF inh 0, ERAP1 HTS inh -3, S100A4 inh HTS 0 and XiGFP reactiv 0.0.
Screening CC(C)(C)c1cc(C(=O)O)n(Cc2ccc(Cl)cc2Cl)n1 returned ERp5 inh 2, RAD52 anneal inh -10, ERAP1 HTS inh 2, S100A4 inh HTS -5 and XiGFP reactiv 0.0.
